Gli-Sufu antag = blocks Gli-Sufu signaling in a luciferase reporter. Sufu-KO-LIGHT fibroblasts, Gli luciferase reporter luminescence. inhibition, % at 5 µM. hit rate 0.74% among 340,000. AID 588413;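 active means inhibition above about 55%, limit read from the data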;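 further: 0% = DMSO-treated cells and 100% = wells with medium but no cells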
697 NFkB inh = lowers PMA/ionomycin-induced NF-kB signal in 697 B cells. inhibition, % at 4 µM. 697 B-cell NF-kB luciferase reporter, 16 h. hit rate 0.33% among 330,000. AID 435022; in the data active means inhibition above about 35%
CCR6 antag = antagonists of human CCR6 receptor | P51684 | CHO-K1 CCR6 PathHunter beta-arrestin, luminescence, CCL20-stimulated | inhibition, % at 20 µM | hit rate 0.49% among 340,000 | AID 493098;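 active means compounds whose inhibition of the agonist-driven luminescence signal at 20 µM reaches about 50%, limit read from the data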;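 further: cells stimulated with CCL20 at 14 nM final; plate controls were DMSO with CCL20 for no effect and DMSO without agonist for full effect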
Target sequence (P51684 whole entry, looked up): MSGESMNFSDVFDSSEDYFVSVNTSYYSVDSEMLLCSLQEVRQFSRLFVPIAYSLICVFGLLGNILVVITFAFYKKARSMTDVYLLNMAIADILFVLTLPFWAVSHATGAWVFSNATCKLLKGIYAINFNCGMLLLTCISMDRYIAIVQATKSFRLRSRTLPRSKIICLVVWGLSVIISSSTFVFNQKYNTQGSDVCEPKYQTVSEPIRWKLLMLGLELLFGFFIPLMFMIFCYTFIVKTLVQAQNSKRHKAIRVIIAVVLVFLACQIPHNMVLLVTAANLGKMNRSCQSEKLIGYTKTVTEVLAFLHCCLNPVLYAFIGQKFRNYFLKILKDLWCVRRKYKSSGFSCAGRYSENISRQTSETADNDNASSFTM
EBI2 antag = EBI2 (human) antagonism; inhibition, % at 5 µM; P32249; hit rate 0.81% among 360,000; AID 651636; EBI2 beta-arrestin recruitment, luminescence, 7a,25-OHC stimulated; in the data active means inhibition above about 38%;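 further: enzyme fragment complementation signal reports receptor beta-arrestin coupling in cells; 0% = agonist plus DMSO wells and 100% = wells without agonist; some results beyond the cut were filed as inactive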
Jurkat NFkB inh = lowers PMA/ionomycin-induced NF-kB signal in Jurkat cells | PMA/ionomycin-induced NF-kB luciferase reporter, luminescence | inhibition, % at 4 µM | hit rate 0.53% among 330,000 | AID 435003; in the data active means inhibition above about 50%
APJ antag = blocks the human apelin receptor APJ. P35414. CHO-K1 APJ beta-arrestin complementation, luminescence. inhibition, % at 20 µM. hit rate 0.32% among 330,000. AID 2521;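 active means inhibition above about 40% at 20 µM, limit read from the data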;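 further: cells challenged with 10 nM apelin-13 agonist together with compound; plate controls were apelin-13 plus DMSO wells for no effect and DMSO wells lacking apelin-13 for full effect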
UBC13 polyUb = human UBC13 polyubiquitination inhibition. P61088. UBC13 polyubiquitin chain formation, TR-FRET. inhibition, % at 20 µM. hit rate 0.47% among 330,000. AID 485273; in the data active means inhibition above about 45%, passing the limit was not always enough; inconclusive means no clear call, values can overlap the other calls
Target sequence (P61088 whole entry, looked up): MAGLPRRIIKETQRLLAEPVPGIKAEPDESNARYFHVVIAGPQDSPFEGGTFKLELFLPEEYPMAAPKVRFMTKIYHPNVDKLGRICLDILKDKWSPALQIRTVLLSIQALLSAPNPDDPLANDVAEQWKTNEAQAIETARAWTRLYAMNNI
CXCR6 block = CXCR6 (human) receptor inhibition; O00574; CHO-K1 PathHunter CXCR6 beta-arrestin, luminescence; inhibition, % at 20 µM; hit rate 0.36% among 360,000; in the data active means inhibition above about 34%, passing the limit was not always enough;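 further: antagonist mode with CXCL16 agonist at 10 nM final; 0% = 10 nM CXCL16 with DMSO and 100% = unstimulated wells without agonist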
Target sequence (O00574 whole entry, looked up): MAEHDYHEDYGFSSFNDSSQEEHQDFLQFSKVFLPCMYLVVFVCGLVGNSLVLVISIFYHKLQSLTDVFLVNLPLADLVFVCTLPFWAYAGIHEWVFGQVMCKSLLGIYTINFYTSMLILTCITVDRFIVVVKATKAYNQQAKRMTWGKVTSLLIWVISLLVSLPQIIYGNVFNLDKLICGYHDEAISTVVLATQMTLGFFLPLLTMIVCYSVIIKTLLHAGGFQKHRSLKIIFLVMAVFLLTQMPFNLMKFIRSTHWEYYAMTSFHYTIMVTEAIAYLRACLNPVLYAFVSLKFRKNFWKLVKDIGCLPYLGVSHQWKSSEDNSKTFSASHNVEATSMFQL
Starred values were filed as active, the others as inactive; ? = inconclusive; nt = no result given. Not a hit list. About 3% of those tested had a hit in this group.

SMILES	Gli-Sufu antag	697 NFkB inh	CCR6 antag	EBI2 antag	Jurkat NFkB inh	APJ antag	UBC13 polyUb	CXCR6 block
CCC1CCCCN1CCCNC(=O)CN1C(=O)COc2ccccc21 (stereo unspecified)	-3	4	6	0	3	5	-4	2
CSC1=NCCCN1C(=O)c1c(-c2ccccc2Cl)noc1C	8	-15	11	-3	-12	0	0	8
COC(=O)c1cnc(NNS(=O)(=O)c2ccc(Cl)cc2)nc1C(F)(F)F	18	3	-14	0	7	13	-1	2
Cc1ccc(-c2nnn(CC(=O)N(c3ccc(F)cc3)C(C(=O)NC3CCCC3)c3ccncc3)n2)o1 (stereo unspecified)	-26	-4	-1	-1	-18	6	0	-10
CCOc1ccc(-c2cnc(SCC(N)=O)nc2N)cc1	-8	1	8	-3	-5	-5	1	-8
COc1cc(C(=O)NCC2CCCCC2)cc(OC)c1OC	-6	24	12	6	0	0	-1	2
Cc1cc(C(=O)N2CCC(CO)(Cc3cccc(C(F)(F)F)c3)CC2)n[nH]1	8	1	7	-5	16	4	0	0
Cc1cc2nc(C)n(CCCN)c2cc1C	6	-5	23	0	1	14	14	-5
CSc1nc(C)c2c(n1)N(c1ccc(O)cc1)CC2	2	10	7	-12	-6	-7	10	-4
Cc1cc(C)n2nc(SCC(=O)N(C(C)C)C(C)C)nc2n1	4	3	-1	-7	0	3	-1	-6
COc1ccc2c(c1)C(SCC(=O)NCCc1ccc(Cl)cc1)CC(C)(C)O2 (stereo unspecified)	-16	-6	4	24	8	7	-2	0
CCN1CCC2(CC1)N=C(c1ccc(F)cc1)C(=S)N2C(=O)c1ccc(C)cc1	1	-41	3	-15	8	12	-7	-3
Cc1ccc(C(=O)OCC(=O)c2c[nH]c3ccccc23)cc1S(=O)(=O)N1CCOCC1	1	0	-1	-5	-21	-21	2	3
CCOC(=O)c1cnc(-c2ccccc2)nc1Oc1ccccc1	2	15	29	-9	2	11	2	10
CCCCC(CC)C1OCC(C[N+]2(C)CCOCC2)O1 (stereo unspecified)	3	-9	-5	-4	-12	-16	-1	0
Cc1c(CCOC(=O)CC23CC4CC(CC(C4)C2)C3)sc[n+]1Cc1ccccc1	54	-24	-9	-4	7	23	10	3
N#CCc1nc2ccccc2c(=O)[nH]1	16	-8	6	-16	-1	32	-10	8
CCn1c(SCCN2CCOCC2)nc2c1c(=O)n(C)c(=O)n2C	-1	-4	7	-4	1	14	7	-7
COC(=O)CN(c1ccc(OC)cc1)S(=O)(=O)c1ccc(OC)c(OC)c1	0	11	-9	6	-3	-6	-4	3
Cc1cc(Cl)ccc1NC(=S)NCCCN1CCCC1=O	-2	-3	3	1	3	-9	0	0
CC(=O)Nc1ccc(SCc2c(C)noc2C)cc1	2	18	7	3	-4	18	3	-3
CCOc1cccc(CNn2cnnc2)c1OCc1ccccc1	3	15	-2	3	12	8	8	-3
Cc1cc(NC(=O)CCC(=O)N(c2ccccc2F)C(C(=O)NC2CCCC2)c2ccccc2)no1 (stereo unspecified)	-22	-5	10	11	-3	15	-4	2
COc1ccc(C2CC(=O)N3CN(c4ccccc4F)CSC3=C2C#N)cc1OC (stereo unspecified)	4	4	30	-10	1	8	-17	-2
CCOC(=O)c1c(N)sn(-c2ccccc2C)c1=S	5	3	7	5	6	31	-1	18
CN(CC(=O)N1CCc2ccccc21)S(=O)(=O)c1cccc2cccnc12	8	10	11	1	1	-7	-6	2
Cc1cc(F)ccc1S(=O)(=O)N1CCCOC1CNC(=O)C(=O)NCc1ccncc1 (stereo unspecified)	-7	14	2	-11	2	2	1	1
COc1cc(OC)cc(C(=O)NNC(=O)c2nn(C)c(=O)c3ccccc23)c1	5	-9	7	-5	-15	2	-13	4
COc1ccccc1-c1sc2ccccc2c1C#CC1(O)CCCCC1	15	0	15	17	-9	-14	-2	10
CC(=O)NC(Cc1ccccc1)C(=O)N1CCN(C(=O)c2ccco2)CC1 (stereo unspecified)	-5	12	8	-12	-7	4	-10	1
COc1ccc(/C=N/N=C2/NC(=O)C(CC(=O)O)S2)cc1OS(=O)(=O)c1ccccc1 (stereo unspecified)	25	22	-3	14	15	-10	-2	0
COc1ccc2oc(=O)c(-c3nc4ccccc4o3)cc2c1	-2	-59	0	14	-35	5	43	6
O=C(c1ccccc1)N1CCN(Cc2cccc(Oc3ccccc3)c2)CC1	11	-11	31	-4	-7	-3	-20	6
COc1ccc(/C(N)=N/OC(=O)C2CCCCC2)cc1	-80	-168	11	6	-148	-3	-1	-3
O=c1c2ccccc2nc2sc(Nc3ccc(F)cc3)nn12	-68	-154	-1	5	-157	8	4	-4
CC1CCN(c2ccccc2NC(=S)NC(=O)c2ccc(-c3cccc([N+](=O)[O-])c3)o2)CC1	79*	19	8	5	-3	10	-14	3
CCOc1ccc2nc(SCC(=O)NCc3ccc(OC)cc3)[nH]c2c1	-2	-2	8	-1	-29	-6	-6	-7
COc1ccc(NC(=O)C(=O)NNC(=O)c2ccc(Cl)cc2Cl)cc1	29	1	10	-28	7	2	-5	-2
Cc1nc2ccc(S(=O)(=O)NCC(=O)O)cc2s1	5	6	18	-11	-1	-2	1	-18
CCOC(=O)OCC(=O)C1(O)CCC2C3CCC4=CC(=O)CCC4(C)C3C(O)CC21C (stereo unspecified)	11	nt	2	1	nt	nt	nt	-14

Quoted from the entries so far, 16 compounds:
SMILES	Gli-Sufu antag	697 NFkB inh	CCR6 antag	EBI2 antag	Jurkat NFkB inh	APJ antag	UBC13 polyUb	CXCR6 block
CCOc1cccc(CNn2cnnc2)c1OCc1ccccc1	3	15	-2	3	12	8	8	-3
Cc1cc(NC(=O)CCC(=O)N(c2ccccc2F)C(C(=O)NC2CCCC2)c2ccccc2)no1 (stereo unspecified)	-22	-5	10	11	-3	15	-4	2
COc1ccc(C2CC(=O)N3CN(c4ccccc4F)CSC3=C2C#N)cc1OC (stereo unspecified)	4	4	30	-10	1	8	-17	-2
CCOC(=O)c1c(N)sn(-c2ccccc2C)c1=S	5	3	7	5	6	31	-1	18
CN(CC(=O)N1CCc2ccccc21)S(=O)(=O)c1cccc2cccnc12	8	10	11	1	1	-7	-6	2
Cc1cc(F)ccc1S(=O)(=O)N1CCCOC1CNC(=O)C(=O)NCc1ccncc1 (stereo unspecified)	-7	14	2	-11	2	2	1	1
COc1cc(OC)cc(C(=O)NNC(=O)c2nn(C)c(=O)c3ccccc23)c1	5	-9	7	-5	-15	2	-13	4
COc1ccccc1-c1sc2ccccc2c1C#CC1(O)CCCCC1	15	0	15	17	-9	-14	-2	10
CC(=O)NC(Cc1ccccc1)C(=O)N1CCN(C(=O)c2ccco2)CC1 (stereo unspecified)	-5	12	8	-12	-7	4	-10	1
COc1ccc(/C=N/N=C2/NC(=O)C(CC(=O)O)S2)cc1OS(=O)(=O)c1ccccc1 (stereo unspecified)	25	22	-3	14	15	-10	-2	0
COc1ccc2oc(=O)c(-c3nc4ccccc4o3)cc2c1	-2	-59	0	14	-35	5	43	6
O=C(c1ccccc1)N1CCN(Cc2cccc(Oc3ccccc3)c2)CC1	11	-11	31	-4	-7	-3	-20	6
COc1ccc(/C(N)=N/OC(=O)C2CCCCC2)cc1	-80	-168	11	6	-148	-3	-1	-3
O=c1c2ccccc2nc2sc(Nc3ccc(F)cc3)nn12	-68	-154	-1	5	-157	8	4	-4
CC1CCN(c2ccccc2NC(=S)NC(=O)c2ccc(-c3cccc([N+](=O)[O-])c3)o2)CC1	79*	19	8	5	-3	10	-14	3
CCOc1ccc2nc(SCC(=O)NCc3ccc(OC)cc3)[nH]c2c1	-2	-2	8	-1	-29	-6	-6	-7

More entries
SMILES	Gli-Sufu antag	697 NFkB inh	CCR6 antag	EBI2 antag	Jurkat NFkB inh	APJ antag	UBC13 polyUb	CXCR6 block
COc1ccc(NS(=O)(=O)c2cccc(C(=O)NN=C(C)c3ccco3)c2)cc1	6	6	21	-13	3	9	1	1
Cc1ccc(S(=O)(=O)NCC(=O)OCC(=O)Nc2ccccc2OC(F)F)cc1	8	22	-2	0	-2	2	6	2
CCN(CC)C(=O)c1ccc(NS(=O)(=O)c2ccc(/C=C/C(=O)O)cc2)cc1	48	11	11	0	13	9	-6	6
CCN(CC)S(=O)(=O)c1ccc(C(=O)NCc2ccc(C)cc2)cc1	4	-7	19	63*	0	13	-6	-13
O=C(c1ccccc1)c1c[nH]c(C(=O)NNc2cccc(Cl)n2)c1	-17	8	14	-6	-17	-11	-4	-14
CCCCc1ccc(/C=C2\C(=O)c3ccccc3C(O)=C2C(=O)OCC)cc1	nt	-9	nt	nt	3	-19	-40	nt
Cc1cc(NC(=O)CSc2nc3c(sc4ccccc43)c(=O)n2CCCN2CCOCC2)n[nH]1	-77	38*	9	4	59*	-12	-11	1
COc1ccc(N2C(=NC(=O)c3ccccc3)SC3CS(=O)(=O)CC32)cc1 (stereo unspecified)	-12	-7	11	-3	-3	4	15	-4
COc1ccc(C(CC(=O)O)N2Cc3ccccc3C2=O)cc1OC (stereo unspecified)	7	15	10	-8	8	3	2	-7
O=C(OCC(=O)N1CCCCC1)c1c[nH]c(=O)[nH]c1=O	-7	11	20	2	-5	-6	4	-4
COc1ccc(-c2nc(CN3CCC(C(=O)N4CCOCC4)CC3)c(C)o2)c(OC)c1	4	-7	7	2	6	-8	0	2
CCCCCc1nnc(NC(=O)OCCC)s1	-3	-24	5	-6	-6	4	4	1
O=C(c1ccc2c(c1)[nH]c(=S)n1c3ccccc3nc21)N1CCN(c2cccc(Cl)c2)CC1	9	10	11	11	11	27	?	10
O=C(OCCN=C1NS(=O)(=O)c2ccccc21)C1CC(=O)N(c2ccc3ccccc3c2)C1 (stereo unspecified)	34	-10	5	-3	-5	-1	-13	-11
COc1ccccc1N=C1SC(C)CN1C(=O)C1CCC1 (stereo unspecified)	nt	-15	nt	nt	-14	3	4	nt
Cc1ccc(S(=O)(=O)N(C)c2c(C)ccc(S(=O)(=O)N3CCN(C)CC3)c2C)cc1	9	8	26	3	0	2	10	0
O=C(NCCCN1CCOCC1)c1cc(-c2ccccc2)nc2ccccc12	-3	25	6	2	-8	-6	-2	0
CCCOc1ccc(/C=C/C(=O)O)cc1OC	-10	10	15	3	-3	8	6	0
O=C(Nc1nc2c(Cl)cccc2s1)c1ccc([N+](=O)[O-])o1	0	-37	4	2	-8	16	-16	12
CC(=O)c1ccc(NC(=O)CN2CCN(CC(=O)Nc3ccc(C(C)=O)cc3)CC2)cc1	-15	0	17	-5	-4	-39	4	-2
Cc1cc(NC(=O)COC(=O)c2c(Cl)cccc2Cl)no1	1	-376	-4	-2	-69	-31	-2	-2
O=C(NCCCN1CCOCC1)c1onc(CSc2ccc(F)c(F)c2)c1C(=O)NCCCN1CCOCC1	11	-20	9	-5	7	4	-11	4
O=C(OCc1nnc(-c2ccccc2)o1)c1cccnc1Cl	1	0	6	-2	-11	6	2	4
CCCNC(=S)NNC(=O)c1cc(-c2cccnc2)nc2ccccc12	-4	-20	14	10	-6	-2	-11	14
CC1CN(C(=O)COC(=O)[C@@H](NC(=O)c2ccccc2Cl)C(C)C)CC(C)O1 (stereo partly specified)	2	-7	-3	-3	-3	-7	5	-9
CCOC(=O)C1CCN(C(=O)c2cccc(C(=O)N3CCC(C(=O)OCC)CC3)c2)CC1	12	19	-6	0	5	-5	7	-5
CCCCC(=O)N=c1sc2cc([N+](=O)[O-])ccc2n1C	16	8	11	-1	-14	-24	15	-2

Screening results from PubChem.
